TRPV1 ag = human TRPV1 agonism. Q8NER1. TRPV1-expressing cells, Fluo-8 calcium influx, agonist mode. activation, % at 8.33 µM. 320,000 tested, 0.19% active. AID 540275; in the data active = activation above about 80%; inconclusive = between about 30% and that limit; note: 0% is about no effect
Target sequence (Q8NER1 whole entry, looked up): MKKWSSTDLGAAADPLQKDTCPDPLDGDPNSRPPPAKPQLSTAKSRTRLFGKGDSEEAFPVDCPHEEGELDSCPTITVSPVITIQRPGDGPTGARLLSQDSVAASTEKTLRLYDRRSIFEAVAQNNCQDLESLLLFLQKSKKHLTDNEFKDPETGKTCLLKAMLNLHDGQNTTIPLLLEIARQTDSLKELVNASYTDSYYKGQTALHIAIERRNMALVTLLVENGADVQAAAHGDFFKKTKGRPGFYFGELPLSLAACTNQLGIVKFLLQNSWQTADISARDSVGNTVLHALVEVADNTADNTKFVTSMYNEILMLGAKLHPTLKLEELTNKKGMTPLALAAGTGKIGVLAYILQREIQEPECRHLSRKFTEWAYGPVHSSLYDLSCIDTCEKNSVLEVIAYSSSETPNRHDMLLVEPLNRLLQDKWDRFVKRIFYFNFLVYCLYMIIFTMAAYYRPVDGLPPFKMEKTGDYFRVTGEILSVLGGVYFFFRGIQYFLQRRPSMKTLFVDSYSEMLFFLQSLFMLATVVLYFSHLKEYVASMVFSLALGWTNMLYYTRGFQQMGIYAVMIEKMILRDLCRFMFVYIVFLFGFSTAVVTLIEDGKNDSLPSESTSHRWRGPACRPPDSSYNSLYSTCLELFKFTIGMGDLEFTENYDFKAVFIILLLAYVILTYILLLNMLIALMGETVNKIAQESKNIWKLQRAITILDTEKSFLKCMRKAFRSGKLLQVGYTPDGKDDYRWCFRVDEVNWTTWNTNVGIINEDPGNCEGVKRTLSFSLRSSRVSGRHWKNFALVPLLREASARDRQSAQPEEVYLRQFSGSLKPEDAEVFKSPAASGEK
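Cells expressing TRPV1 were dye-loaded with Fluo-8 and read kinetically: 10 s baseline, 3 min after compound (agonist portion), then 2 min after EC20 capsaicin (allosteric enhancer portion). Calcium-bound dye fluorescence at 480/520 nm.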
ASM inhibitor = human S-ASM enzyme inhibition. placental ASM, HMU-PC fluorogenic substrate, 60 min. Potency, µM (series often up to 57.5 µM), inactives show top-dose activity change, negative = inhibition, usual class: inhibitors. 340,000 tested, 0.006% active. P17405; note: potency is the fitted concentration of half-maximal effect
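HMU-PC0 cleavage (9 uM final) by human placental ASM, 60 min at 37 °C following 10 min compound exposure at RT; stopped at pH 10, fluorescence Ex 386/Em 447 nm.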
A-T KAP1 phos = candidate therapy for ataxia-telangiectasia; […] A-T fibroblasts, KAP-1 phosphorylation AlphaLISA; neocarzinostatin DNA damage 30 min before lysis; Potency, µM (doses to about 57.5 µM), without a hit: at the top dose activation, hits mostly activators; AID 485349; 320,000 tested, 0.19% active; note: potency is the fitted concentration of half-maximal effect; % of control where 0% means no effect; nearly all actives have a fitted effect of over 45% in size
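ATM-like activity read as KAP-1 phosphorylation via AlphaLISA donor/acceptor antibody pairs after lysis and 6 hr at 25C. Cells were ATM-null patient fibroblasts ([…], hTERT), dosed 60 min, then exposed to the DSB inducer NCS for 30 min.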
a7 integrin act = activators of alpha7 integrin expression for muscular dystrophy. alpha7betagal myoblasts, beta-gal FDG fluorescence, 48 h. Potency, µM (titrated, usually from 38.3 µM), without a hit: at the highest dose activation, hits mostly activators. 350,000 tested, 0.064% active;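 note: potency is the fitted concentration of half-maximal effect; 100% = response of the positive control SU9516; nearly all actives have a fitted effect of over 60% in size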
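Alpha7betagal+/- myoblasts (passage 13) were plated 16-24 hr, then exposed to compounds (1:260 dilution of DMSO stock) for 48 hours at 37C. After MPER lysis, β-galactosidase reporter activity was read as FDG fluorescence (ex 480/em 540) after 30 minutes.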
KCNH2 WT inh = inhibitors of human wildtype KCNH2 potassium channel. Q12809. activity change, % at 1.84 µM. U2OS, BacMam KCNH2, thallium flux FluxOr; stronger effect = lower value. 340,000 tested, 0.37% active;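 active = maximum activity change below -70%; inconclusive = maximum activity change between -70% and -50%; inactive = maximum activity change above -50%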; note: % is set by controls: 0 for no effect and ±100 for the full control effect
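U2OS cells transduced with wild-type KCNH2 virus are loaded with FluxOr dye for 45 min, and thallium flux is measured in kinetic reads before and after stimulation buffer. Rate constants are normalized to DMSO controls.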
CXXC DNA block = inhibitors of human MLL CXXC domain-DNA interaction; Q03164; MLL-CXXC / FITC-HOXA9 DNA fluorescence polarization; Potency, µM (series often up to 115 µM), inactives show at the top dose activity change, negative = inhibition, most hits filed as inhibitors; 290,000 tested, 0.037% active; AID 2662; active = well fitted inhibition curve with a large enough effect in the polarisation, with a control signal flat, not every such curve was filed as active; inconclusive = small, poorly fitted or top-dose-only effect, or effect the other way, or a change in a side signal; inactive = no such curve, though single readings can be large or run the other way; the % refers to the polarisation; note: potency is the fitted concentration of half-maximal effect
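Purified MLL-CXXC (added from a 7 uM solution) was preincubated 5 min at ambient with pinned compounds in 50 mM Tris-HCl pH 7.5, 50 mM NaCl, 1 mM DTT, 0.05% BSA. Fluorescein-labeled HOX-A9 DNA (50 nM solution) followed, 30 min, then polarization read.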
KCNH2 3.1 block = KCNH2 3.1 (human) potassium channel inhibition; U2OS KCNH2 3.1, thallium flux FluxOr; stronger effect = lower value; activity change, % (tested at about 1.8 µM); 340,000 tested, 0.95% active;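 active = maximum activity change below -70%; inconclusive = maximum activity change from -70% to -50%; inactive = maximum activity change above -50%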;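 note: thallium influx rate constant from kinetic fluorescence after stimulation buffer; % is set by controls: 0 for no effect and ±100 for the full control effect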
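Virally transduced U2OS (3.1 isoform, 4 h infection in dark at RT) → overnight 37 C → FluxOr + Red40 in HBSS/HEPES, 45 min → stimulation buffer, 2 min kinetic read → rate constant vs DMSO controls.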
MBNL1 CUG block = blocks human MBNL1 binding to CUG repeat RNA; TR-FRET MBNL1-His/biotin-(CUG)12 binding, 665/545 ratio; 280,000 tested, 0.036% active; Q9NR56; Potency, µM (doses to about 57.5 µM), for inactives: top-dose activity change, negative = inhibition, most hits filed as inhibitors; active = well fitted inhibition curve with a large enough effect in the signal ratio, with a control signal flat, not every such curve was filed as active; inconclusive = small, poorly fitted or top-dose-only effect, or effect the other way, or a change in a side signal; inactive = no such curve, though single readings can be large or run the other way; the % refers to the signal ratio; note: potency is the fitted concentration of half-maximal effect; % is set by controls: 0 for no effect and ±100 for the full control effect
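MBNL1-His + Biotin-(CUG)12, cpd titration 92 nM–58 uM; Tb anti-His Ab 0.055 ng/ul, SA-XL665 5 nM (final); 60 min RT; ratiometric 665/545 nm, Ex 340 nm; normalized to buffer and full-complex controls.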
GALK inhibitor = inhibitors of human galactokinase | Potency, µM (doses to about 57.5 µM), inactives show at the highest dose activity change, negative = inhibition, actives largely listed as inhibitors | Purified GALK, Kinase-Glo residual ATP luminescence | P51570 | 270,000 tested, 0.007% active | AID 1868; note: potency is the fitted concentration of half-maximal effect; % is set by controls: 0 for no effect and ±100 for the full control effect
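Quantitative HTS: GALK 5 nM, ATP 35 uM, galactose 100 uM, 1 h room temperature, then luciferase-based ATP detection.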
Coupling enz = coupling enzyme interference in Giardia aldolase counter-screen; coupling enzyme system counterscreen, AmpLite Red fluorescence; activity change, negative = inhibition, % at 58.2 µM, hits read low; 290,000 tested, 0.67% active; in the data active = activity change below about -30%; note: % is set by controls: 0 for no effect and ±100 for the full control effect
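Compounds tested against the coupling enzymes alone at 57.5 uM final; readout was AmpLite Red fluorescence (525/598 nm) after 20 min at RT.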
* marks the source's active call; other numbers are inactive results; u = inconclusive; x = not tested or not shown; [ ] = another dose, or the depositor's remark. Unless noted, calls come from the whole dose curve; as a rule, active = well fitted curve in the direction sought with a large enough effect; inconclusive = small, poorly fitted or top-dose-only effect, or another doubt; inactive = no such curve, though single readings can be large; an effect the other way counts as inactive or inconclusive.

SMILES	TRPV1 ag	ASM inhibitor	A-T KAP1 phos	a7 integrin act	KCNH2 WT inh	CXXC DNA block	KCNH2 3.1 block	MBNL1 CUG block	GALK inhibitor	Coupling enz
COc1ccc(NC(=O)C2CCCN2S(=O)(=O)c2cccc3cccnc23)cc1OC (configuration not stated)	-1	0%	1%	28%	-6	8%	4	2%	-6%	x
COc1ccc(C(=O)NNC(=S)NC(=O)c2ccc(F)cc2)cc1Br	x	-1%	x	-10%	-10	x	4	x	x	x
COc1ccc(/C=C(\C#N)C(=O)NCc2ccccc2)cc1	1	25%	18%	4%	-2	-28%	6	-3%	0%	0
COC(OC)c1ccnc(-c2ccc(OC(C)=O)cc2)n1	1	0%	-2%	-19%	-16	7%	2	-4%	8%	0
C=CCNC(=O)CCCc1ccccc1	-1	-1%	0%	-21%	-3	-2%	-6	3%	5%	0
O=C(N/N=C/c1ccco1)c1ccncc1	1	3%	14%	5%[7.66 µM]	-14	1%	-12	u	4%	-14
Cc1cc(C)c2cc(CN(Cc3nnnn3Cc3ccc(F)cc3)C3CCCC3)c(=O)[nH]c2c1	-3	0%	15%	7%	-10	2%	-16	u	4%	-11
Cc1ccc(C(=O)Nc2ccon2)cc1S(=O)(=O)N1CCCCCC1	-4	-3%	x	6%	-12	5%	0	-3%	0%	5
Nc1nc(CSc2ccc(Cl)cc2)nc(N2CCCCC2)n1	7	-10%	-7%	-24%	-3	3%	-5	-3%	-4%	-1
COc1ccc(C(=O)Oc2cccnc2)cc1	-3	3%	x	19%	1	238%[activator]	4	-8%	2%	-1
CCCNS(=O)(=O)c1ccc(OCC(=O)N2CCOCC2)cc1	-1	2%	1%	4%	-11	7%	-17	4%	-4%	0
O=C(NNC(=O)c1ccccc1[N+](=O)[O-])c1csc(N2CCOCC2)n1	2	2%	10%	8%	14	x	12	x	x	x
C[C@H]1CN=C(N(C)C)N1CCC1CCCCC1	-3	2%	15%	0%	30	x	-15	x	x	x
Cc1ccc(NC(=O)C/C(N)=N/OC(=O)Nc2ccc(C)c(Cl)c2)cc1	0	-3%	3%	5%	11	x	33	x	x	x
COc1cccc(CNC(=O)c2nnn(CC(=O)Nc3ccc4c(c3)OCO4)c2N)c1	10	5%	0%	23%	5	10%	10	-3%	3%	3
COc1ccccc1NC(=O)c1ccc(NC(=O)c2ccc(=O)[nH]c2)cc1	8	5%	2%	-17%	-5	x	-8	x	x	x
CCN(CC)c1ccc(NC(=O)c2ccc(Cl)nc2)cc1	82*	-3%	-2%	-8%	0	7%	-12	13%	0%	-1
O=C(CN1C(=O)C2CC=CCC2C1=O)NCC(=O)Nc1ccc(F)c(F)c1F (configuration not stated)	2	3%	-2%	12%	-6	9%	-1	-14%	-1%	0
C/C(=N\NC(=O)c1cccc(S(=O)(=O)Nc2ccccc2Cl)c1)c1ccc(-n2ccnc2)cc1	1	-4%	-4%	4%	20	9%	-41	-9%	-4%	11
COc1cccc(OC)c1OCCCNC1CCCC1	0	-4%	2%	-8%	8	3%	0	-3%	9%	0
O=C(CN1CCN(c2ncccn2)CC1)N1CCc2ccccc21	2	3%	3%	-3%	10	-4%	18	1%	2%	0
Cc1cc(C(=O)NCc2ccccc2)no1	-1	0%	3%	22%	3	-3%	8	-13%	1%	1
Cc1ccc(-c2ccc(CCC(=O)O)n2CC(=O)O)cc1	-4	30%	-5%	14%	9	0%	3	-14%	1%	11
O=C(COc1ccc(S(=O)(=O)NCc2ccccc2)cc1)NCc1cccnc1	-1	1%	5%	22%	1	-2%	13	-8%	15%	1
O=C(NCCOC12CC3CC(CC(C3)C1)C2)c1cccc(Br)c1	u	-9%	-4%	-36%	-15	-3%	-10	-12%	x	0
CCOc1ccc(-c2noc(-c3cccnc3)n2)cc1OCC	2	-1%	5%	-3%	0	-4%	-9	-8%	1%	1
O=[N+]([O-])c1ccc2[nH]nc(-c3ccccc3)c2c1	4	0%	-2%	-14%	-2	-2%	x	u	0%	2
CCOC(=O)C(=NCCCN(C)C)NNc1cc(C(F)(F)F)ccc1Cl	3	0%	3%	32%	-2	6%	22	11%	-2%	-16
O=C(Nc1ccccc1)Nc1ccc(Br)c(Cl)c1	u	-7%	4%	40%	-10	8%	-4	2%	-3%	0
CN1C(=O)N(C)C2(c3ccccc3)Nn3c(s/c(=C/c4ccco4)c3=O)=NC12c1ccccc1 (configuration not stated)	0	-7%	0%	-8%	5	17%	0	1%	0%	-11
Cn1cc([N+](=O)[O-])c(C(=O)NNC(=O)c2ccc([N+](=O)[O-])cc2Cl)n1	0	-2%	-10%	-16%	-1	3%	13	u	1%	0
COc1ccc(N2CC(C(=O)NCCc3c[nH]c4ccccc34)CC2=O)cc1 (configuration not stated)	-1	-2%	0%	8%	-10	0%	18	-4%	6%	0
Cc1ccc(C(=O)NCCCNC(=O)COc2ccc(Cl)c(C)c2)cn1	21	-1%	-1%	1%	1	x	8	x	x	x
O=C(COc1ccccc1[N+](=O)[O-])Nc1ccc(CN2CCOCC2)cc1	2	0%	-4%	15%	23	43%[activator]	x	u	-1%	3
Cc1cc(C(=O)CCl)c(C)n1CCc1ccccc1	11	-3%	14%	-14%	11	6%	7	-1%	1%	2
NC(=O)c1ccc(OCc2ccccc2)nc1	x	-2%	x	-18%	-12	x	-7	x	x	x
CC(C)(C)C(=O)N/C(N)=N/c1nc2ccccc2o1	1	4%	9%	14%	1	-6%	2	x	-2%	0
COCCNC(=O)/C(C#N)=C/C=C/c1ccccc1[N+](=O)[O-]	0	-4%	-8%	-63%[inhibitor]	-11	-22%	14	u	9%	-5
CN=c1sc2c(n1C)C(=O)c1ccccc1C2=O	x	-6%	x	-53%[inhibitor]	6	x	-11	x	x	x
CC(=O)N(C)C1(c2nnnn2CCOC(=O)Nc2ccc(Cl)cc2)CCCCC1	1	-1%	-2%	13%	1	-3%	1	-6%	-6%	0
Cn1c(=O)[nH]c(=O)c2c1nc(NCCO)n2CCOc1ccccc1	2	5%	-1%	u	6	0%	-1	2%	-1%	-1
O=C(CCc1ccccc1)NNC(=O)Nc1ccc(Cl)cc1	2	1%	-4%	-6%	-8	27%	3	-1%	6%	1
O=C(Nc1ccc(Oc2ccc3c(c2)C(=O)N(c2ccc(O)cc2)C3=O)cc1)c1cccs1	2	2%	-14%	-13%	30	22%	-6	x	1%	0
CCN(C(=O)CSc1cc(C)c2ccc(OC)cc2n1)C1CCS(=O)(=O)C1 (configuration not stated)	-2	1%	-1%	u	-11	-1%	8	-5%	-2%	7
COc1cc(OC)c(C2=NOC(C(=O)NCc3cccs3)C2)cc1Cl (configuration not stated)	1	-1%	-1%	-31%	-7	-1%	-23	-8%	8%	3
COC(=O)c1ccc(CSc2nc3ccc(C)cc3[nH]2)o1	6	0%	0%	-4%	-2	-1%	-6	-3%	0%	-2
CC(=O)N1CCc2cc(S(=O)(=O)NC(Cc3ccccc3)C(=O)NCCN3CCCCC3C)ccc21 (configuration not stated)	0	-2%	-4%	-9%	3	4%	-7	-1%	1%	0
CC(=O)c1cccc(NC(=S)NC(=O)c2ccccc2Cl)c1	5	1%	-1%	8%	-20	u	1	-6%	1%	2
O=C(CSC1CC(=O)N(c2ccc(C(=O)O)cc2)C1=O)Nc1ccc2ccccc2c1 (configuration not stated)	0	3%	-9%	-15%	-4	-11%	11	-5%	0%	6
Cc1ccc(NC(=O)[C@H](C)NC(=O)C2CCN(C(=O)[C@@H](NC(=O)OC(C)(C)C)C(C)C)CC2)cc1	1	-5%	-23%	32%	-13	18%	10	-8%	x	1
Next section
SMILES	TRPV1 ag	ASM inhibitor	A-T KAP1 phos	a7 integrin act	KCNH2 WT inh	CXXC DNA block	KCNH2 3.1 block	MBNL1 CUG block	GALK inhibitor	Coupling enz
NS(=O)(=O)c1cc(C(=O)OCC(=O)Nc2ccc3c(c2)OCO3)ccc1Cl	x	-1%	0%	-13%	5	x	5	x	x	x
CSc1nc(-c2ccc(Cl)cc2)nn1C(=O)c1ccccc1	3	-4%	2%	16%	-2	134%[activator]	-21	1%	2%	1
c1ccc2c(-c3nc4ncccc4o3)cccc2c1	5	35%[activator]	1%	2%	10	7%	-3	u	-1%	-1
Cc1cc(O)c(/C=N/Nc2ccccc2Cl)c(=O)o1	-3	10%	3%	-1%	5	-5%	-11	1%	2%	1

3 of the compounds above, in markdown:
| canonical_smiles | TRPV1 ag | ASM inhibitor | A-T KAP1 phos | a7 integrin act | KCNH2 WT inh | CXXC DNA block | KCNH2 3.1 block | MBNL1 CUG block | GALK inhibitor | Coupling enz |
| --- | --- | --- | --- | --- | --- | --- | --- | --- | --- | --- |
| Cc1cc(O)c(/C=N/Nc2ccccc2Cl)c(=O)o1 | -3 | 10% | 3% | -1% | 5 | -5% | -11 | 1% | 2% | 1 |
| CSc1nc(-c2ccc(Cl)cc2)nn1C(=O)c1ccccc1 | 3 | -4% | 2% | 16% | -2 | 134%[activator] | -21 | 1% | 2% | 1 |
| c1ccc2c(-c3nc4ncccc4o3)cccc2c1 | 5 | 35%[activator] | 1% | 2% | 10 | 7% | -3 | u | -1% | -1 |
